Source: PubChem (The Scripps Research Institute Molecular Screening Center)
LYPLA2 counter: LYPLA2 inhibitors, primary screen, counter-screen for PME1 inhibitor project, biochemical, fluorescence polarization, FP-Rh probe ABPP; Acyl-protein thioesterase 2 (Homo sapiens), O95372; recombinant LYPLA2; inhibition, % at 5.9 µM; hit rate 0.38% among 320,000; AID 2177, 2009;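 active = inhibition above the screen-wide mean plus 3 SD, limit set per campaign, cut at about 26% in these data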;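 also: 0% = LYPLA2 with DMSO and 100% = wells lacking LYPLA2 enzyme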
PAFAH1B3 inh: PAFAH1B3 enzyme inhibitors, primary screen, biochemical, fluorescence polarization, human | recombinant PAFAH1B3, FP-rhodamine probe | inhibition, % at 3.39 µM | hit rate 0.28% among 340,000 | Platelet-activating factor acetylhydrolase IB subunit alpha1 (Homo sapiens), Q15102;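 active = inhibition above the screen-wide average of all tested compounds plus 3 SD, cut at about 25% in these data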;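 also: 0% = enzyme with DMSO only and 100% = wells lacking PAFAH1B3 protein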
PAFAH2 inh: PAFAH2 enzyme inhibitors, primary screen, biochemical, fluorescence polarization, human | recombinant PAFAH2, FP-rhodamine activity probe | hit rate 0.99% among 340,000 | AID 492956, 2010 | inhibition, % at 3.39 µM;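 active = inhibition above the mean over all tested compounds plus 3 SD, cut at about 30% in these data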;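 also: inhibitors block probe labeling of enzyme so polarization drops; 0% = enzyme with DMSO and 100% = wells lacking PAFAH2 protein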
PREPL inhibitor: PREPL enzyme inhibitors, primary screen, biochemical, fluorescence polarization. hit rate 0.68% among 320,000. Prolyl endopeptidase-like (Homo sapiens), Q4J6C6. recombinant PREPL, fluorescence polarization activity-based probe. inhibition, % at 5.96 µM; in the data active = inhibition above about 43%;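 also: 0% = enzyme with DMSO and 100% = wells lacking enzyme; many of its hits are not listed in these tables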
EBNA-1 inhibitor: EBNA-1 DNA-binding inhibitors, primary screen, biochemical, fluorescence polarization. inhibition, % at 14.8 µM. hit rate 0.34% among 300,000; in the data active = inhibition above about 28%
ZTA counter: counter-screen for EBNA-1 inhibitors: inhibitors of Epstein-Barr virus ZTA | P03206 | ZTA-DNA binding, fluorescence polarization | inhibition, % at 11 µM | hit rate 0.15% among 320,000 | AID 2234; in the data active = inhibition above about 33%
LYPLA1 inh: LYPLA1 inhibitors, primary screen, counter-screen for PME1 inhibitor project, biochemical, fluorescence polarization, FP-Rh probe ABPP. Acyl-protein thioesterase 1 (Homo sapiens), O75608. recombinant LYPLA1. inhibition, % at 5.9 µM. hit rate 0.16% among 320,000. AID 2174, 2009;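 active = inhibition above the mean of all tested compounds plus 3 SD, set per campaign, cut at about 14% in these data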;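 also: inhibitors block serine hydrolase probe labeling of LYPLA1 so polarization falls; 0% = enzyme with DMSO and 100% = wells lacking LYPLA1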
Target sequence (O75608 whole entry, looked up): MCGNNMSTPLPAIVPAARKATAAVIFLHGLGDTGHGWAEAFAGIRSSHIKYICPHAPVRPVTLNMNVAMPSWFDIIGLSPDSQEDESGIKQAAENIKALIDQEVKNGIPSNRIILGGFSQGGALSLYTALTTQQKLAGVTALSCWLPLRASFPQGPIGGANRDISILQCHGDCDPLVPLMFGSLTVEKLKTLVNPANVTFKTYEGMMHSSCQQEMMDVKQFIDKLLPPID
GSTO1 inh: inhibitors of recombinant GSTO1, primary screen, counter-screen for RBBP9 inhibitor project, biochemical, fluorescence polarization | Glutathione S-transferase omega-1 (Homo sapiens), P78417 | activity-based probe fluorescence polarization | inhibition, % at 5.96 µM | hit rate 1.1% among 300,000;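 active = inhibition above the campaign mean inhibition plus 3 SD, cut at about 35% in these data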;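 also: 0% = GSTO1-1 with DMSO and 100% = wells lacking GSTO1-1 enzyme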
PAD4 FP inh: human PAD4 inhibitors, primary screen, biochemical, fluorescence polarization, 1536-well format | Protein-arginine deiminase type-4 (Homo sapiens), Q9UM07 | recombinant PAD4, RCA probe fluorescence polarization | inhibition, % at 6.36 µM | hit rate 0.41% among 330,000 | AID 485272, 2010;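 active = percent inhibition above a cutoff equal to the mean of all tested compounds plus 3 SD, cut at about 15% in these data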;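 also: 0% = PAD4 with RCA probe and DMSO and 100% = probe without PAD4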
Target sequence (Q9UM07 whole entry, looked up): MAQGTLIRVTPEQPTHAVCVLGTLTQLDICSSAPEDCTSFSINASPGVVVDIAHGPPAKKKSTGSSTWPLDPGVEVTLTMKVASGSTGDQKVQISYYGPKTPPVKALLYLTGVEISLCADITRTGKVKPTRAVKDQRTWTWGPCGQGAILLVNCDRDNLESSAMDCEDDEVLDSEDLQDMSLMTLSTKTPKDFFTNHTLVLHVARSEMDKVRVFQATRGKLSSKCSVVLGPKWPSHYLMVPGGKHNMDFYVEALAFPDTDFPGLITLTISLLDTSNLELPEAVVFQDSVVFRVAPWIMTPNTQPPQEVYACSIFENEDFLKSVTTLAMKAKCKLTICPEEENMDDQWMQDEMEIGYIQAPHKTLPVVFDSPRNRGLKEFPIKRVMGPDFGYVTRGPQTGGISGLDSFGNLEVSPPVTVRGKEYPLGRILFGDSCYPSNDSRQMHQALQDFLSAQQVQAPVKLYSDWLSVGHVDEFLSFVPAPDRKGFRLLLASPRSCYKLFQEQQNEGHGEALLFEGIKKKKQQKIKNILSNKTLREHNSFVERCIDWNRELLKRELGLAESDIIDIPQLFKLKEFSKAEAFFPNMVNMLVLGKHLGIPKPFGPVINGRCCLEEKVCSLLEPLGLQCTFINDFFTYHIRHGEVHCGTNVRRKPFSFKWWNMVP
* = called active by the depositor; . = no result given.

SMILES	LYPLA2 counter	PAFAH1B3 inh	PAFAH2 inh	PREPL inhibitor	EBNA-1 inhibitor	ZTA counter	LYPLA1 inh	GSTO1 inh	PAD4 FP inh
Cc1ccc(-n2nnnc2SCC(=O)c2c(N)n(CC(C)C)c(=O)n(C)c2=O)cc1	4	11	2	7	5	2	0	0	-1
Cc1cc2oc(C(=O)Nc3c(C)n(C)n(-c4ccccc4)c3=O)c(C)c2cc1C	-4	8	7	-5	-3	3	-3	0	-1
O=C(C[n+]1cccc(CNC(=O)c2ccc(OC(F)F)cc2)c1)Nc1cccc(C(F)(F)F)c1	-8	-2	-9	-12	-4	1	-4	2	4
COc1cc(C(=O)Nc2cc(-c3ccccc3)[nH]n2)cc(OC)c1OC	-2	10	-9	7	2	10	-6	-7	-2
COc1ccc(-c2c(-c3ccccc3OC)sc3ccccc23)cc1C=O	-9	2	3	-2	.	5	-5	.	1
CCNC(=S)NNC(=O)c1cccn(Cc2ccc(Cl)cc2Cl)c1=O	6	2	-4	-3	2	2	-2	11	5
Cn1c(=NC(=O)c2ccc(S(=O)(=O)N3CCCc4ccccc43)cc2)sc2cc(S(C)(=O)=O)ccc21	-3	-6	-18	5	-7	-14	1	-6	2
NC(=O)c1ccc(NC(=O)COC(=O)c2cc3ccccc3cc2O)cc1	.	6	-18	-4	.	.	.	.	-6
COc1ccc(CNc2cccc3[nH]c(C(F)(F)F)nc23)cc1OC	-2	12	6	7	3	4	-9	7	-11
Cc1ccc(-c2cc(C(=O)Nc3cccnc3)c3ccccc3n2)o1	-9	8	4	17	-11	-4	-5	-3	-8
CCN1CCN(c2c(Cl)cccc2NC(=O)c2ccc3nsnc3c2)CC1	1	3	7	6	-8	2	-2	-1	2
O=CN1CCN(c2ncnc3c2nnn3Cc2c(F)cccc2Cl)CC1	-4	1	6	-6	11	6	0	-2	-4
CCCN1CCN(C(=O)c2cc3c(s2)-c2ccccc2OC3)CC1	-2	10	3	4	-2	1	-4	7	4
Cc1ccsc1/C=N/NC(=O)CNC(=O)c1ccco1	3	11	7	4	4	8	4	2	-1
CCNC(=S)N1CCc2cc(OC)c(OC)cc2C1COc1ccc(F)cc1 (configuration not stated)	-3	11	9	5	-21	-8	-2	-3	-4
Cc1cccc(NC(=O)COC(=O)c2cccc3c2C(=O)c2ccccc2C3=O)c1C	6	13	13	59*	10	9	-4	6	-2
CC(=O)N1CCc2cc(S(=O)(=O)NC(C(=O)Nc3nc(C)cs3)C(C)C)ccc21 (configuration not stated)	-5	1	0	-4	-7	-14	-3	-9	0
Clc1cc(Cl)cc(C2=NC(Cc3ccccc3)CO2)c1 (configuration not stated)	-5	-4	-7	-4	2	-2	-1	2	-5
CC(C)NC(=O)Cn1cnc2c(cnn2-c2ccc(F)cc2)c1=O	-5	13	-2	-9	-4	-2	1	0	2
COc1ccc(NC(=O)CN(C)C(=O)c2ccc(N3CCCCCC3)c([N+](=O)[O-])c2)cc1	6	6	6	28	-2	16	2	-3	-7
Cc1c(NC(=O)Cc2cccs2)cccc1[N+](=O)[O-]	1	4	2	-5	4	5	-3	-2	4
CC(C)c1ccc(NC(=S)N2CCN(Cc3ccccc3)CC2)cc1	-3	5	2	-8	1	1	-6	-1	2
Cc1ccc2c(c1)C(C)(C)[C@]1(C)NC(=O)CCN21	-4	-7	-4	-16	5	7	-6	2	-28
Brc1ccc2cccnc2c1	12	1	2	7	9	-13	2	5	3
O=C(N/N=C\c1c(F)c(F)c(F)c(F)c1F)c1ccc(-c2ccccc2)cc1	0	2	-3	1	-7	-16	-1	11	1
Cc1ccc(S(=O)(=O)N2CCN(C(=O)COC(=O)/C=C/c3ccccc3F)CC2)c(C)c1	3	6	10	-3	.	5	1	.	-2
Cc1occc1C(=O)NNC(=O)c1ccccc1F	0	-5	1	20	-16	-5	0	4	-7
O=C(Nc1ccccc1O)c1cccc(S(=O)(=O)Nc2ccccc2O)c1	-6	4	5	12	4	-8	-5	15	0
CCN(CC)c1ccc(/C=N/NC(=O)c2cccc(S(=O)(=O)Nc3ccccc3OC)c2)cc1	-13	7	-2	23	0	8	-12	1	-3
O=C1C(Cc2ccccc2)NC(=S)N1Cc1ccccc1 (configuration not stated)	4	-4	-1	-12	5	-7	-3	0	-4
CC(C)c1nc2cc(Cl)ccc2n(Cc2ccccc2)c1=O	3	4	-5	35	-2	-16	2	-10	-1
CCOC(=O)N1CCN(C2=C(NS(=O)(=O)c3ccc(NC(C)=O)cc3)C(=O)c3ccccc3C2=O)CC1	-2	10	11	11	-7	-8	2	25	-18
COc1cccc(NC(=O)c2ccc(CN3CCN(c4ccccc4)CC3)cc2)c1	11	3	1	-15	-4	-7	-2	-3	-3
CCN(CC)c1cc(Oc2ccccc2)ncn1	4	-9	-2	10	-1	1	2	3	-7
C=CCN(c1ccc(C(=O)OC)cc1)S(=O)(=O)c1ccccc1	7	7	0	-3	14	21	0	1	1
COc1ccc(NC(=O)O/N=C/c2c(C)nn(C(C)(C)C)c2C)cc1	7	0	1	16	-13	-2	0	15	2
CC(=O)c1c(C)[nH]c(C(=O)OCC(=O)Nc2ccccc2Cl)c1C	11	10	33*	12	-6	-27	3	9	3
Cc1ccc(N(CC(=O)NCCSc2ccccn2)S(=O)(=O)c2ccc(F)cc2)cc1	5	0	1	-15	-7	1	0	9	-2
Cc1nn(Cc2ccc(C(=O)NC(C)(C)C)o2)c(C)c1Br	10	5	3	-1	-9	8	3	2	-3
Cc1[nH]c(C)c(S(=O)(=O)Nc2ccc(OC(F)(F)F)cc2)c1C(=O)N1CCCCC1	0	-3	6	12	-6	3	4	-2	2
Cc1ccc(S(=O)(=O)N2CCN(C(=O)COC(=O)C3CCC3)CC2)cc1	13	6	2	10	-2	-3	4	16	1
CC(C)Oc1ccc(C2C(C(=O)c3ccco3)=C(O)C(=O)N2Cc2cccnc2)cc1 (configuration not stated)	-8	-7	2	0	-2	-6	-4	-3	-8
CCOC(=O)N1CCC(NCCNC(=O)c2ccccc2Cl)CC1	-2	-1	5	-7	5	2	0	-5	-4
CCN1CCN(c2ncnc3c2sc(=S)n3-c2ccccc2)CC1	2	1	1	-7	5	-11	4	-2	-4
O=C(CCC(=O)N1CCCC1)N1CCCC1	5	1	-7	11	-9	-21	2	3	-9
COCc1nc2oc3ccccc3c(=O)c2cc1C(=O)OC	-5	6	2	-6	12	7	-1	1	-2
CS(=O)(=O)NNC(=O)c1sccc1OCc1ncc(C(F)(F)F)cc1Cl	3	5	-2	19	-2	3	-1	-4	3
COc1cc(-n2cnnn2)ccc1S(=O)(=O)N1CCOCC1	0	10	-3	-6	4	-9	2	-6	-6
Cc1cc(C)nc(NS(=O)(=O)c2ccc(NC(=O)C3(c4ccccc4)CCCC3)cc2)n1	-3	5	1	-14	5	3	-1	-9	0
COCCN(C(=O)COC(=O)c1c(-c2ccccc2)noc1C)c1c(N)n(Cc2ccccc2)c(=O)[nH]c1=O	3	1	-9	7	-1	1	2	3	-1
CCN(CC(=O)Nc1c(F)cccc1F)C(=O)c1cc(S(=O)(=O)NCc2ccccc2)ccc1C	-7	3	0	-2	-15	-10	-2	15	3
COc1ccccc1CNC(=O)C(NC(=O)c1ccc(C)cc1)C(C)C (configuration not stated)	4	1	2	-5	-1	9	0	-4	1
O=C(COC(=O)CC1Sc2ccccc2NC1=O)NCc1ccccc1 (configuration not stated)	5	8	7	21	3	-5	5	-2	-1
COc1ccccc1CNS(=O)(=O)c1cc(C(=O)NCC2CCCO2)c(Cl)cc1Cl (configuration not stated)	.	8	2	19	.	.	.	.	2
COc1ccccc1N(Cc1ccccc1)S(=O)(=O)c1cccc(C(=O)Nc2ccc(C(C)=O)cc2)c1	-29	-4	-28	-7	18	-13	-19	-3	4
CSc1ccccc1NC(=O)c1csc(C)c1	8	2	-5	7	-12	-5	2	-2	3
Cc1nn(CC(=O)NCc2cccc(F)c2)c(=O)c2cccn12	-2	5	1	10	-13	9	-3	3	-1
O=C(O)/C(=C\c1ccco1)NC(=O)c1cccc2ccccc12	9	8	-7	7	0	-1	6	6	-6
C=CCSC1=NC(=O)/C(=C/c2cccs2)S1	6	4	2	-2	3	23	1	9	-2
CCOC(=O)CCc1c(C)c2ccc(OCc3ccc([N+](=O)[O-])cc3)cc2oc1=O	-3	-2	-4	5	7	-3	0	3	-4
Next part.
SMILES	LYPLA2 counter	PAFAH1B3 inh	PAFAH2 inh	PREPL inhibitor	EBNA-1 inhibitor	ZTA counter	LYPLA1 inh	GSTO1 inh	PAD4 FP inh
COc1ccc(C(=O)Nc2ccccc2C)cc1S(=O)(=O)N1CCOCC1	-4	-2	-1	6	3	10	2	2	0
O=C1CCCC/C1=C\Nc1ccc(C(=O)O)c(O)c1	3	3	-1	6	11	10	0	17	-3
CCN(CC)S(=O)(=O)c1ccc(NC(=O)c2ccc(CN3CCOCC3)cc2)cc1	5	1	-2	0	0	-7	0	-1	-1
COc1ccc(N(CC(=O)Nc2cc(C)on2)S(=O)(=O)c2ccc(Cl)cc2)cc1	1	5	1	-4	1	-6	2	3	-6
COc1ccc(-c2c(C#CC(C)(C)O)c3ccccc3n2C)cc1	.	8	3	8	.	.	.	.	-2
CC1CC(=O)Nc2ccccc2N1C(=O)COc1cc(Cl)ccc1Cl (configuration not stated)	2	7	2	0	.	5	1	.	-1
Cc1ccc(/C(N)=N/OC(=O)CN(C)S(=O)(=O)c2ccc(C)cc2)cc1	22	10	-5	-20	2	-11	-2	4	1
Cc1ccc(OCCN(C)C(=O)c2cc(COc3ccc(F)cc3F)on2)cc1	14	-1	5	-28	4	-11	8	2	1
COc1ccc(OC)c(N2C(=O)c3cccnc3C2=O)c1	2	8	1	3	-6	-5	2	0	-4
CC1(C)CC(=O)/C(=C\c2cccc([N+](=O)[O-])c2)C(C)(C)N1	-2	5	-1	25	1	-10	3	-3	3
CN1OC(COC(=O)c2ccc(Cl)cc2)CC1c1ccccc1 (configuration not stated)	-5	6	14	-7	5	-5	-3	4	4
COc1ccc(N2C(=O)CSC2c2cccc(F)c2)cc1 (configuration not stated)	-3	4	-1	15	-7	-7	-3	-2	-2
CCOc1cc(CNCCc2ccc(S(N)(=O)=O)cc2)ccc1OCC(=O)NC(C)(C)C	-1	1	0	18	-17	9	-2	4	-5
Cc1oc(C2CC2)cc1C(=O)O	9	9	-6	5	9	-1	5	3	-6
Cc1cccc(CNCc2ccccc2)c1	-1	-3	4	-1	3	8	0	1	-4
COc1cccc(CNC(=O)C2CCCN(S(=O)(=O)N3CC(C)CC(C)C3)C2)c1 (configuration not stated)	4	6	1	3	1	-6	0	1	0
O=C(Nc1nncs1)C1c2ccccc2Oc2ccccc21	1	0	-2	3	4	3	0	0	-2
O=[N+]([O-])c1cnc2nc(-c3ccncc3)nn2c1O	0	5	-2	-5	6	-7	-3	0	1
O=C(CN1CCCC1)Nc1cccc(Cl)c1Cl	-2	4	-2	1	-2	-12	-1	5	-1

An excerpt; rates above refer to the full screens.
